Compound activity (PubChem)
ARFGAP1 inhibitor: rat ARFGAP1 inhibition. Arfgap1-stimulated ARF1 GTP hydrolysis, GDP FP detection. inhibition, % at 16.5 µM. actives 0.26% (n = 360,000). AID 651572;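 active = inhibition above a per-plate limit, mean inhibition of low control wells plus 3 SD, cut at about 25% in these data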;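 note: 0% = DMSO wells with enzyme and 100% = wells lacking Arfgap1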
Target sequence (Q62848 1-136 limits assumed): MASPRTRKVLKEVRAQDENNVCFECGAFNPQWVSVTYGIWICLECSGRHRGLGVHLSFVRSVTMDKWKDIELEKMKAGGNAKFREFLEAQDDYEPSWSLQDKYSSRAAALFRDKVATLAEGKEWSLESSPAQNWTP
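System: truncated rat Arfgap1 GAP domain / Medium: HEPES-based buffer, pH 7.5 / Also added: N-terminally truncated human ARF1-GTP substrate / Incubation: enzyme reaction 120 min at 25 °C after 20 min preincubation / Measured by: FP of antibody-bound GDP Alexa 633 tracer, ex 620/em 688 nm / Replicates: singlicate, each compound tested once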
ADAM10 inh: inhibits human ADAM10; O14672; recombinant ADAM10, EDANS/DABCYL FRET peptide cleavage, 3 h; inhibition, % at 7 µM; actives 0.62% (n = 370,000); AID 720582;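 active = inhibition above a per-campaign cutoff equal to the mean of compounds falling between control-based bounds plus 3 SD, cut at about 20% in these data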;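 note: 0% = DMSO wells while the 100% control is not disclosed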
Target sequence (O14672 214-748 limits assumed): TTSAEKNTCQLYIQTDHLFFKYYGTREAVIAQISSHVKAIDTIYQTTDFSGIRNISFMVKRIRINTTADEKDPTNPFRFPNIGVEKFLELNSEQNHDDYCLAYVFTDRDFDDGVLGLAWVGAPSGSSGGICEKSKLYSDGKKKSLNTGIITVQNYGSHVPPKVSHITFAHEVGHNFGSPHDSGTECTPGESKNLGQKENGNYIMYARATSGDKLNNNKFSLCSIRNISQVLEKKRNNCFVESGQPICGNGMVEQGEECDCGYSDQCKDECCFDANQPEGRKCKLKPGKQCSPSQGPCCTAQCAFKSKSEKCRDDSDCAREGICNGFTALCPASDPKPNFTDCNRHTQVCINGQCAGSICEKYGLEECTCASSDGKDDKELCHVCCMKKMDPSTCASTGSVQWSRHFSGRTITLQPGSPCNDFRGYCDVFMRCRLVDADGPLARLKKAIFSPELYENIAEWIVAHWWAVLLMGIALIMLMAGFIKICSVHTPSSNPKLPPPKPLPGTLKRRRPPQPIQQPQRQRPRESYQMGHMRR
ASAP1 inh: ASAP1 ArfGAP inhibition; ASAP1-stimulated ARF1 GTP hydrolysis, GDP FP detection; inhibition, % at 16.5 µM; actives 0.19% (n = 360,000); AID 624377; in the data active = inhibition above about 25%;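 note: 0% = vehicle with enzyme and substrate and 100% = no enzyme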
SIAE primary: human SIAE inhibition, primary screen. Q9HAT2. actives 0.69% (n = 370,000). AID 1053197. inhibition, % at 9.66 µM. SIAE FP-Rh probe binding, fluorescence polarization;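 active = inhibition above a cutoff: mean of compounds within the control limits plus 3 SD of those, cut at about 17% in these data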;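 note: 0% = plate median of compound wells and 100% = probe without SIAE protein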
ADAM17 inh: inhibitors of human ADAM17. AID 720648. P78536. actives 0.83% (n = 370,000). inhibition, % at 6.95 µM. recombinant ADAM17, EDANS/DABCYL FRET peptide cleavage;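 active = inhibition above the mean of compounds lying between control limits plus 3 SD, set per campaign, cut at about 8.5% in these data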;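 note: 0% = DMSO-only wells as the low control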
PLCb3 inh: blocks human PLC-beta3 enzyme activity. Purified PLC-beta3, fluorogenic substrate, fluorescence. Q01970. inhibition, % at 12.2 µM. actives 0.18% (n = 370,000); in the data active = inhibition above about 11%;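 note: 0% = median of compound wells on plate and 100% = full blocker control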
DDE Tn6 FP inh: disrupts Tn6 cyclic peptide binding to fibrin D-Dimer-E complex | inhibition, % at 8.3 µM | AID 720509 | actives 0.21% (n = 370,000) | Fibrin DD(E) TRITC-Tn6 fluorescence polarization displacement;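 active = inhibition above a per-campaign cutoff: mean of compounds within control limits plus 3 SD, cut at about 15% in these data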;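 note: 0% = median of all compound wells on the plate and 100% = blocking peptide control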
TDP2 inh: blocks human TDP2 phosphodiesterase activity | O95551 | recombinant TDP2, T5PNP hydrolysis, p-nitrophenol absorbance 415 nm | inhibition, % at 12.8 µM | actives 0.34% (n = 370,000) | AID 720702;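 active = inhibition above the mean of all tested compounds plus 3 SD, set per campaign, cut at about 25% in these data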;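 note: 0% = DMSO with enzyme and 100% = buffer with substrate but no TDP2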
Target sequence (O95551 whole entry, looked up): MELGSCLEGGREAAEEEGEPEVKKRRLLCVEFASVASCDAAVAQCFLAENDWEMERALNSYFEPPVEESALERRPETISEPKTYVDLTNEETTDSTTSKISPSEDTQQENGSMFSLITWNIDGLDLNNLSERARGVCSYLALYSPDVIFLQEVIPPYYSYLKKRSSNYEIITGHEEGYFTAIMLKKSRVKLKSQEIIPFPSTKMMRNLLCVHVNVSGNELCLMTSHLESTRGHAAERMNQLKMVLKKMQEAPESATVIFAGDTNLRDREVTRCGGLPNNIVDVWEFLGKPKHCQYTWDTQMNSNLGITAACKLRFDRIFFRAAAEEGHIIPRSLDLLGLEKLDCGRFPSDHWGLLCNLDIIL
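test system = human TDP2 enzyme | input = TDP2 enzyme at 120 nM final | medium = 50 mM Tris-HCl pH 7.5 with Mg2+, KCl, DTT, BSA | also added = T5PNP substrate, 5 mM | times = 2 h at 37 °C | technique = epi absorbance | benchmarks = high control without enzyme, low control DMSO plus TDP2 | replication = each compound tested once, singlicate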
DDE Tn7 FP inh: inhibitors of Tn7 peptide binding to human fibrin DD(E); P02675; FP displacement of FITC-Tn7 peptide from fibrin DD(E); 0% = median of compound wells per plate; inhibition, % at 8.3 µM; actives 0.13% (n = 370,000); AID 720508;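 active = inhibition above the mean of compounds falling within the control limits plus 3 SD of them, cut at about 14% in these data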;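 note: 0% = plate median of compound wells and 100% = 10 µM Aha-Tn7 peptide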
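Test system – human fibrin DD(E) · Times – 10 min preincubation, 3 h with tracer, room temperature · Detection – fluorescence polarization of the labelled Tn7 tracer · Measure – percent inhibition normalized to high-control wells · Benchmarks – high control wells with 10 µM unlabelled Aha-Tn7 peptide (full inhibition) · Repeats – singlicate testing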
PLCg1 inh: blocks human PLC-gamma1 enzyme activity | inhibition, % at 12.2 µM | P19174 | AID 720700 | purified PLC-gamma1, fluorogenic substrate, fluorescence | actives 0.84% (n = 370,000); in the data active = inhibition above about 9.5%
Active calls of the source: *.

SMILES	ARFGAP1 inhibitor	ADAM10 inh	ASAP1 inh	SIAE primary	ADAM17 inh	PLCb3 inh	DDE Tn6 FP inh	TDP2 inh	DDE Tn7 FP inh	PLCg1 inh
Cc1ccc(CNC(=S)Nc2ccc(C)c([N+](=O)[O-])c2)cc1	13	5	-2	2	5	1	2	0	2	2
Cc1cc(C(F)(F)F)nn1CC(=O)Nc1ccc2c(c1)OCO2	0	0	24	-3	-3	-6	-5	5	-5	2
COC(=O)C(NC(C)=O)(Nc1ccc(C)cn1)C(F)(F)F (stereo not drawn)	8	4	1	-4	-10	-9	3	-4	2	1
Cc1cccnc1C(NC(=O)C1CCN(Cc2ccc(Oc3ccccc3)cc2)CC1)c1ccc(F)cc1 (stereo not drawn)	-4	16	-2	3	8	3	-6	-2	-5	2
COc1ccc(S(=O)(=O)N2CCCCCC2)cc1C(=O)Nc1ccc(C(=O)N(C)C)cc1	5	-2	7	-9	-5	-7	1	11	3	0
CCCc1[nH]nc2c1C(c1cccc(OC)c1)C(C#N)=C(N)O2 (stereo not drawn)	6	4	6	-1	1	-17	5	-8	5	-6
CCCCc1nc(Cl)c(C#N)c2c1CSC(C)(C)C2	-4	1	-8	5	0	2	-3	5	4	-1
CO[C@@H]1[C@H](O)CC[C@]2(O)CN(c3ccc(F)cc3)[C@](C)([C@H](O)CC=C(C)C)[C@@H]12	-5	-6	-2	4	2	-6	0	-4	-13	-3
O=C(OCc1nnc(-c2ccc([N+](=O)[O-])cc2)o1)c1ccc(F)c(S(=O)(=O)N2CCOCC2)c1	-6	-4	6	2	2	-4	-1	9	0	-2
NC(=O)C1=C(c2ccccc2)c2ccccc2C1=O	-5	-12	12	-1	-2	1	0	1	-17	3
COc1ccc(N2C(=O)NC3CC2(C)Oc2ccccc23)cc1OC (stereo not drawn)	8	9	-2	-5	3	2	-3	-1	-14	8
CN1CCN(C(CNC(=O)C(=O)NC2CCCCC2)c2ccc(F)cc2)CC1 (stereo not drawn)	7	-4	-1	7	0	-3	-5	6	-3	5
COc1ccc(NC(=O)CSc2nc(C3CC3)nc3ccccc23)cc1	16	-8	2	-10	-2	-2	-3	-11	-3	-1
COc1cccc(NC(=O)C(Cc2ccccc2)NC(=O)C2CCC(C)CC2)c1 (stereo not drawn)	-3	-3	11	-9	-1	-2	-11	-6	3	7
O=C1NC(=S)SC1=Cc1cccs1	-17	-2	-5	-10	-2	1	8	-14	14*	-1
Cc1sc(NC(=S)NC(=O)c2cccs2)nc1-c1ccc(C(C)C)cc1	0	5	-4	-5	2	4	-3	-8	-5	4
CC1(c2ccccc2)CC(C)(C)N2C(=O)C(=O)c3cccc1c32 (stereo not drawn)	-11	-2	8	-1	-5	-1	-3	0	-7	-4
CCc1ccc2nc(N3CCN(C(=O)C(C)(C)C)CC3)sc2c1	-8	5	0	-4	-4	-5	5	9	0	-16
Cc1noc(C)c1S(=O)(=O)N1CCCC(C(=O)N2CCc3ccccc3C2)C1 (stereo not drawn)	-5	-9	5	-9	-1	3	0	2	-10	-1
CC1=C(C(=O)OCc2ccccc2)C(c2cccc(Br)c2)NC(=O)N1 (stereo not drawn)	5	7	2	1	1	-5	-1	6	6	1
CCCCCOP(=O)(c1ccccc1)c1ccccc1	-1	-6	-5	7	-2	0	-1	-18	9	1
COc1ccc(-c2nc3ccccc3c(=O)[nH]2)cc1	3	0	-4	-6	-3	-11	2	-3	6	-5
CCCCNC(=O)NC1CCCC1	-5	-4	-9	-2	-2	1	5	6	2	-1
COc1cccc(C2C(C(=O)OCc3ccccc3)=C(C)Nc3ncnn32)c1OC (stereo not drawn)	-1	-10	10	2	4	2	5	-3	4	0
Cc1noc(C(F)(F)F)c1C(=O)NNC(=O)c1ccccc1	6	-3	-1	-6	-4	-8	-2	-4	2	-1

Other compounds:
SMILES	ARFGAP1 inhibitor	ADAM10 inh	ASAP1 inh	SIAE primary	ADAM17 inh	PLCb3 inh	DDE Tn6 FP inh	TDP2 inh	DDE Tn7 FP inh	PLCg1 inh
O=S1(=O)CCO[C@H]2Cc3ccccc3[C@H]2N1Cc1ccccc1	2	-9	5	4	-3	2	-3	5	-3	-1
Cc1ccc(S(=O)(=O)NC2CC(C)(C)NC(C)(C)C2)cc1	4	-6	10	2	-1	4	1	11	-1	4
CN(CC(O)COc1ccc(S(=O)(=O)N2CCOCC2)cc1)C1CCCCC1 (stereo not drawn)	-6	-5	-10	3	-1	0	0	-2	3	-2
CCOC(=O)C1=C(C)NC2=C(C1c1ccc([N+](=O)[O-])cc1)S(=O)(=O)c1ccccc12 (stereo not drawn)	-4	-3	-1	-1	-2	-2	-4	7	3	1
N#CC(C#N)=Cc1cn(-c2ncc(C(F)(F)F)cc2Cl)c2ccccc12	-10	1	-4	8	-4	-3	2	7	7	-5
O=C(Nc1ccc(C2=NCCN2)cc1)c1ccc(C(=O)Nc2ccc(C3=NCCN3)cc2)c(Cl)c1	15	4	-1	-9	-2	-8	4	1	-6	-1
Cc1ccc2c(COC(=O)c3ccc(C)c(C)c3)cc(=O)oc2c1	-2	5	10	-1	-3	-4	5	-10	3	0
C[C@@H]1CN([C@H](C)CO)C(=O)CCCn2cc(nn2)CO[C@H]1CN(C)S(=O)(=O)c1ccc(-n2cccn2)cc1	-1	-1	2	4	3	3	-1	-2	-10	2
O=C(CCCc1nc2ccccc2s1)NCc1ccc(F)cc1	6	-9	-7	-2	-1	-3	1	5	-4	4
COCCNC(=O)C1CCCN(Cc2ccc(C)cc2)CC1 (stereo not drawn)	3	-18	-19	2	-4	1	6	0	5	0
Cc1csc(NC(=O)C(F)(F)F)n1	5	-3	-3	1	-1	3	4	11	5	2
Cc1ccc(S(=O)(=O)N(CC(O)CN2CCOCC2)c2cc(Cl)ccc2Cl)cc1 (stereo not drawn)	6	5	-9	1	-2	4	-5	11	1	0
NS(=O)(=O)c1cccc(NS(=O)(=O)c2ccc3ccccc3c2)c1	-5	1	-1	-1	-5	-7	-1	2	0	0
O=C(NCc1ccccc1Cl)c1csc([C@@H]2C[C@H](O)[C@@H](CO)O2)n1	-6	-15	-12	0	0	1	6	-1	0	1
O=C1c2oc3ccccc3c(=O)c2C(c2cccc(Br)c2)N1Cc1ccco1 (stereo not drawn)	5	-3	1	6	-6	1	7	8	8	-1
CC(=O)c1ccc(-c2c(CCO)sc3ccccc23)cc1	-5	-1	5	6	-3	-79	7	3	8	-58
Cc1nn(C)cc1CN1CCC(CO)(CCOc2ccccc2)CC1	6	-1	-2	-1	-4	-26	8	1	1	2
O=C(COc1ccccc1)N1CCN(c2ncccn2)CC1	0	2	-11	4	-4	-2	1	6	0	-1
COc1ccc(N(C(=O)c2snc(C(N)=O)c2N)C(C(=O)NC2CCCC2)c2cc(OC)ccc2OC)c(OC)c1 (stereo not drawn)	-7	-5	-12	4	-4	-14	2	-4	4	-6
Cc1ccc(S(=O)(=O)N/N=C2\C(=O)C3(C)CCC2C3(C)C)cc1 (stereo not drawn)	-8	0	-24	5	3	2	-8	10	-7	4
CCC(C)C(NC(=O)C1CCC(=O)N1C(=O)OCc1ccccc1)C(=O)NC(Cc1ccccc1)C(N)=O (stereo not drawn)	3	0	1	-3	4	3	4	-10	-4	4
O=C(COC(=O)c1ccc2c(c1)OCO2)NC1CCS(=O)(=O)C1 (stereo not drawn)	-15	0	7	-2	-2	3	2	3	-3	-1
COC(=O)NNC(=O)c1ccc(C)c(Br)c1	1	0	-11	-5	-1	5	-3	0	-5	1
COc1cc(OC)nc(Oc2ccccc2C(=O)Oc2cccc(C)c2)n1	1	11	0	5	3	2	4	1	-6	1
O=c1c(N=Nc2ccc(O)cc2)c(-c2ccccc2)[nH]n1-c1ccc([N+](=O)[O-])cc1	5	-4	-3	0	-4	-1	0	2	-3	-1

An excerpt of these results, with values under each structure:
Every second line gives: ARFGAP1 inhibitor, ADAM10 inh, ASAP1 inh, SIAE primary, ADAM17 inh, PLCb3 inh, DDE Tn6 FP inh, TDP2 inh, DDE Tn7 FP inh, PLCg1 inh
NS(=O)(=O)c1cccc(NS(=O)(=O)c2ccc3ccccc3c2)c1
    -5, 1, -1, -1, -5, -7, -1, 2, 0, 0
O=C(NCc1ccccc1Cl)c1csc([C@@H]2C[C@H](O)[C@@H](CO)O2)n1
    -6, -15, -12, 0, 0, 1, 6, -1, 0, 1
O=C1c2oc3ccccc3c(=O)c2C(c2cccc(Br)c2)N1Cc1ccco1 (stereo not drawn)
    5, -3, 1, 6, -6, 1, 7, 8, 8, -1
CC(=O)c1ccc(-c2c(CCO)sc3ccccc23)cc1
    -5, -1, 5, 6, -3, -79, 7, 3, 8, -58
Cc1nn(C)cc1CN1CCC(CO)(CCOc2ccccc2)CC1
    6, -1, -2, -1, -4, -26, 8, 1, 1, 2
O=C(COc1ccccc1)N1CCN(c2ncccn2)CC1
    0, 2, -11, 4, -4, -2, 1, 6, 0, -1
COc1ccc(N(C(=O)c2snc(C(N)=O)c2N)C(C(=O)NC2CCCC2)c2cc(OC)ccc2OC)c(OC)c1 (stereo not drawn)
    -7, -5, -12, 4, -4, -14, 2, -4, 4, -6
Cc1ccc(S(=O)(=O)N/N=C2\C(=O)C3(C)CCC2C3(C)C)cc1 (stereo not drawn)
    -8, 0, -24, 5, 3, 2, -8, 10, -7, 4
CCC(C)C(NC(=O)C1CCC(=O)N1C(=O)OCc1ccccc1)C(=O)NC(Cc1ccccc1)C(N)=O (stereo not drawn)
    3, 0, 1, -3, 4, 3, 4, -10, -4, 4
O=C(COC(=O)c1ccc2c(c1)OCO2)NC1CCS(=O)(=O)C1 (stereo not drawn)
    -15, 0, 7, -2, -2, 3, 2, 3, -3, -1
COC(=O)NNC(=O)c1ccc(C)c(Br)c1
    1, 0, -11, -5, -1, 5, -3, 0, -5, 1
COc1cc(OC)nc(Oc2ccccc2C(=O)Oc2cccc(C)c2)n1
    1, 11, 0, 5, 3, 2, 4, 1, -6, 1
O=c1c(N=Nc2ccc(O)cc2)c(-c2ccccc2)[nH]n1-c1ccc([N+](=O)[O-])cc1
    5, -4, -3, 0, -4, -1, 0, 2, -3, -1
